# Screening results as filed in PubChem BioAssay.
# TexasRed fluor: Total Fluorescence Counterscreen for Inhibitors of the Interaction of Thyroid Hormone Receptor and Steroid Receptor Coregulator 2 | TRb/SRC2 Texas Red total fluorescence interference | Potency, µM (series often up to 106 µM), for inactives: at the top dose fluorescence change, negative = quenching | 280,000 compounds, 0.29% hits | AID 1479, 2009; active = well fitted curve in either direction with a large enough effect; inconclusive = small, poorly fitted or top-dose-only effect; note: % is set by controls: 0 for no effect and ±100 for the full control effect
#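 Human TRβ ligand-binding domain (0.6 uM) and Texas Red SRC2 peptide (20 nM) in Tris buffer with 1 uM T3 and 5% DMSO were incubated with pinned compound for 5 hr at ambient temperature. Total fluorescence was computed as S + 2P (555/632 nm).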
# TRb-SRC2 inh: qHTS for Inhibitors of the Interaction of Thyroid Hormone Receptor and Steroid Receptor Coregulator 2; Thyroid hormone receptor beta (Homo sapiens), P10828; TRbeta-SRC2 peptide binding, fluorescence polarization; receptor liganded with 1 µM T3; Potency, µM (doses to about 106 µM), for inactives: top-dose activity change, negative = inhibition, actives largely listed as inhibitors; 280,000 compounds, 0.065% hits; AID 1469, 2008;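 note: plate controls were bound peptide for no effect and peptide without receptor for full effect; nearly all actives have a fitted effect of over 50% in size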
# Target sequence (P10828 whole entry, looked up): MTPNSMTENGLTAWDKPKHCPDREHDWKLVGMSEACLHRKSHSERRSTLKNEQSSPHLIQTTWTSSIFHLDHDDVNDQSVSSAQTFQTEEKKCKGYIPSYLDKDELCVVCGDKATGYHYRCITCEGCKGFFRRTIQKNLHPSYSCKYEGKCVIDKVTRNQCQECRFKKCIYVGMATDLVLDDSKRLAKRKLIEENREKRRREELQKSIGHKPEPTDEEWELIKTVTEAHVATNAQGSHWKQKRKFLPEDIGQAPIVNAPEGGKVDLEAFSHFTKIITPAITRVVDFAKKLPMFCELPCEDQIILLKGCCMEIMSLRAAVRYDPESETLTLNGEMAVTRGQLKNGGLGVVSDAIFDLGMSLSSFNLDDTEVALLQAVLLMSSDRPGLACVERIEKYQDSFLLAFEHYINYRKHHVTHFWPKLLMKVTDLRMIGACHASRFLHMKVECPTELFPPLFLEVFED
#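 Quantitative HTS by FP: 0.6 uM TRb LBD, 20 nM labeled SRC2 20-mer, 1 uM T3, 5% DMSO; 5 hr ambient incubation; % activity per concentration and potencies from concentration series.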
# SMN2 splice enh: qHTS Assay for Enhancers of SMN2 Splice Variant Expression. HEK293 SMN2-luciferase splicing reporter, luminescence, 30-36 h. Potency, µM (titrated, usually from 46.1 µM), for inactives: at the highest dose activity change, positive = activation, actives largely listed as activators. 210,000 compounds, 2.8% hits; note: % of control where 0% means no effect; nearly all actives have a fitted effect of over 55% in size
#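 HEK293 cells carry an SMN2 minigene-luciferase reporter in which exon 7 inclusion puts luciferase in frame. Cells were seeded at 2000 cells/well, attached for 10-12 hours, then exposed to compounds for 30-36 hours at 37C before ONE-Glo luminescence.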
# Starred values were filed as active, the others as inactive; ? = inconclusive; [ ] = another dose, or the depositor's remark. Unless noted, calls come from the whole dose curve; as a rule, active = well fitted curve in the direction sought with a large enough effect; inconclusive = small, poorly fitted or top-dose-only effect, or another doubt; inactive = no such curve, though single readings can be large; an effect the other way counts as inactive or inconclusive. Potency is the fitted concentration of half-maximal effect. Some of the compounds tested; count on the stated rates, not on these rows.
# The opening 2 compounds as a preview:
mol	TexasRed fluor	TRb-SRC2 inh	SMN2 splice enh
Cc1cccc(C2NC(=O)c3c(sc4c3CCN(C)C4)N2)c1O (stereo unspecified)	?	-19%[53 µM]	16µM*
COC(=O)Cc1c(C)c2cc3c(c(C)c2oc1=O)OCN(CCc1ccc(F)cc1)C3	-7%	5%	-18%

# Results (from the top)
mol	TexasRed fluor	TRb-SRC2 inh	SMN2 splice enh
Cc1cccc(C2NC(=O)c3c(sc4c3CCN(C)C4)N2)c1O (stereo unspecified)	?	-19%[53 µM]	16µM*
COC(=O)Cc1c(C)c2cc3c(c(C)c2oc1=O)OCN(CCc1ccc(F)cc1)C3	-7%	5%	-18%
COc1ccc(-c2noc(CSc3nc4ccc(C)cc4[nH]3)n2)cc1	-11%	1%	-47%[inhibitor]
COc1ccc(NC(=O)CCNS(=O)(=O)c2cccc3nonc23)cc1	-1%	3%	7%
CCNC(=O)CCSc1nnc(-c2ccc(O)cc2)o1	1%	5%	2%
CC(=O)c1cccc(NC(=O)c2ccc(Cl)c(S(=O)(=O)N3CCOCC3)c2)c1	4%	1%	3%
COc1cccc(COC(=O)c2ccc(-c3nnn(Cc4ccccc4)n3)cc2)c1	-75%[53 µM]	?	7%
Cc1ccc(C)c(NC(=O)N2CCc3cc(S(=O)(=O)N4CCC(C)CC4)ccc32)c1	-1%	-6%	-1%
O=C(Nc1cccc(-c2nc3ncccc3o2)c1)c1ccc(-c2cccc(Cl)c2Cl)o1	0%	4%	-17%
COc1ccc(NC(=O)c2sc3nc(-c4ccc(OC)cc4)cc(C(F)(F)F)c3c2N)cc1	0%	5%	9%
CCOc1ccc(N(C)C(=O)c2oc(=O)c3ccccc3c2-c2ccccc2)cc1	-8%	10%	-25%
COc1ccc(NC(=O)C2CCCN(S(=O)(=O)c3cccs3)C2)cc1 (stereo unspecified)	-18%	-1%	-15%
CCc1cccc(C)c1NC(=O)CN(C)S(=O)(=O)c1cccc2nsnc12	0%	-10%	-16%
COc1ccc(NC(=O)c2ccc(NC(=O)CCS(=O)(=O)c3cccs3)cc2)cc1	5%	0%	21%
O=C(CCn1c(=O)c2sccc2n(Cc2cccc(F)c2)c1=O)NCc1ccc2c(c1)OCO2	-6%	1%	1%
Cc1ccccc1NC(=O)Cn1cc(C(=O)c2ccco2)c2ccccc21	-15%	4%	-18%
COc1ccc(C2C(C(=O)Nc3ccccc3)=C(C)Nc3nc(-c4ccc(Cl)cc4)nn32)cc1 (stereo unspecified)	-78%[1.83 µM]	-17%[1.83 µM]	4%
Cc1cc(C)c2c(CC(=O)Nc3nnc(CC(C)C)s3)coc2c1	-2%	0%	-7%
Cc1ccc(N(CC(=O)NCCc2ccc(Cl)cc2)S(=O)(=O)c2c(C)noc2C)cc1	0%	-1%	-5%
CCOc1ccccc1NC(=O)C(CC)n1c(C(=O)OC)cc2occc21 (stereo unspecified)	2%	-6%	-19%
CCOc1ccc(NC(=O)Cn2nnc(C(=O)OC)c2C(=O)OC)cc1	-2%	5%	0%
CCOc1ccccc1NC(=O)C(Cc1ccccc1)NS(=O)(=O)c1ccc2c(c1)oc(=O)n2C (stereo unspecified)	-2%	4%	0%
Cc1ccc2ncc(C(=O)N3CCN(c4ccccc4F)CC3)c(=O)n2c1	-3%	-1%	-5%
COc1ccc(NC(=O)Cn2c(=O)n(CCCCCC(=O)NCc3ccc4c(c3)OCO4)c(=O)c3sccc32)cc1Cl	-13%	1%	-19%

# Entries of single compounds, quoted from the list. Order of screens: TexasRed fluor	TRb-SRC2 inh	SMN2 splice enh
# Entry for O=C(CCn1c(=O)c2sccc2n(Cc2cccc(F)c2)c1=O)NCc1ccc2c(c1)OCO2 : -6%	1%	1%
# Entry for O=C(Nc1cccc(-c2nc3ncccc3o2)c1)c1ccc(-c2cccc(Cl)c2Cl)o1 : 0%	4%	-17%

# The list continues.
mol	TexasRed fluor	TRb-SRC2 inh	SMN2 splice enh
Cn1c(=O)oc2cc(S(=O)(=O)NC(Cc3ccccc3)C(=O)Nc3ccc(F)cc3)ccc21 (stereo unspecified)	0%	2%	7%
COc1ccc(C(CNC(=O)COc2ccc(C)c(C)c2)N2CCCCC2)cc1 (stereo unspecified)	-1%	1%	6%
COc1ccc(CCNC(=O)CCCn2c(=O)c3ccccc3n(CC(=O)Nc3ccc(C)cc3Cl)c2=O)cc1OC	12%	8%	37%
Cc1ccc(NC(=O)Cn2ncn3c(cc4ccccc43)c2=O)cc1F	-1%	-3%	-25%
Cc1ccc(NC(=O)C2CCN(S(=O)(=O)c3cccc4nonc34)CC2)c(Cl)c1	-29%	-7%	8%
CC(=O)N1CCc2cc(S(=O)(=O)NC(Cc3ccccc3)C(=O)Nc3cc(C)cc(C)c3)ccc21 (stereo unspecified)	1%	-7%	-37%[inhibitor]
CCOCCCn1c(=N)c(C(=O)NCC2CCCO2)cc2c(=O)n3cc(C)ccc3nc21 (stereo unspecified)	-3%	0%	-5%
Cc1cccc(-c2noc(CNC(=O)c3ccc(C)cc3C)n2)c1	2%	-1%	-25%
COc1cccc(OC)c1C(=O)Nc1cccc(-c2nc3cc(C)cc(C)c3o2)c1	2%	4%	4%
COCCNC(=O)Cn1cnc2sc(C)c(S(=O)(=O)N3CCN(c4ccccc4OC)CC3)c2c1=O	0%	4%	2%
CCOc1ccccc1NC(=O)CSc1nc2c(oc3ccccc32)c(=O)n1Cc1ccco1	?	-9%	-9%
CCOC(=O)c1c(NC(=O)COc2c(C)cc(Cl)cc2Cl)sc2c1CCCC2	?	-7%	-1%
CCS(=O)(=O)Nc1cc(-c2cn3ccc(C)cc3n2)ccc1C	0%	-6%	?
COc1ccc(NC(=O)CSc2nc(-c3cccc(C)c3)[nH]c2-c2ccccc2)cc1OC	-1%	2%	-22%
COc1ccc(-c2ccc(CCC(=O)O)n2CC(=O)Nc2cccc(C(F)(F)F)c2)cc1	-50%	1%	0%
CCCOc1ccc(C(=O)Nc2cccc(NC(=O)c3ccc(Cl)cc3Cl)c2)cc1	2%	-4%	-23%
CCOC(=O)c1c(C)n(-c2ccccc2)c2ccc(OC(=O)c3cccc(OC)c3OC)cc12	-20%	-4%	-3%
Cc1ccc(C)c(OCC(=O)Nc2sc3c(c2C#N)CCCC3)c1C	-2%	5%	-6%
Cc1nn(-c2ccccc2)c2sc(C(=O)Nc3ccc(Cl)cc3Cl)cc12	-19%	-5%	-6%
CCCCS(=O)(=O)c1oc(-c2cccs2)nc1S(=O)(=O)c1ccccc1	9%	1%	-103%[inhibitor]
Cc1ccc2nc(N3CCN(c4cccc(C)c4C)CC3)c3nncn3c2c1	0%	3%	2%
Cc1c(CNC2CCCCC2)c(C(=O)O)c(C)n1Cc1cccc(Cl)c1	-3%	5%	-1%
CCOC(=O)c1c(NC(=O)c2nc(S(C)(=O)=O)ncc2Cl)sc(C(C)=O)c1C	5%	-5%	0%
CCOc1ccc(-c2cc(NC(=O)c3ccc(C)cc3)c(C(=O)OC)s2)cc1	-2%	-6%	-1%
Cc1ccc2c(c1)C(c1ccc(F)cc1)N(C(=O)c1ccc(OC(C)C)cc1)CC(=O)N2 (stereo unspecified)	2%	5%	6%
CCOCCCn1c(=N)c(C(=O)NC2CCCC2)cc2c(=O)n3cccc(C)c3nc21	-4%	7%	-6%
Cc1ccc(NCc2cccn2-c2nnc(N3CCC(C(=O)NCc4ccc(F)cc4)CC3)s2)cc1	-16%	2%	-53%[inhibitor]
Cc1cc(C)cc(NC(=O)Cn2c(-c3cncs3)nc3ccccc32)c1	-11%	-1%	-8%
COc1cc(NC(=O)c2cc3nc(-c4ccccc4)cc(-c4ccccc4)n3n2)c(OC)cc1Cl	2%	-8%	7%
COc1ccccc1CNS(=O)(=O)c1ccc2c(c1)NC(=O)CC(=O)N2	0%	-13%	-3%
Cc1nn2c(=O)cc(COc3ccc(/C=C(\C#N)C(=O)Nc4ccccc4)cc3Cl)nc2s1	0%	-2%	-7%
Cc1cccc(Cn2c(=O)n(Cc3ccccc3)c(=O)c3sc4ccccc4c32)c1	6%	2%	10%
Cc1cc2nc(-c3ccc(Br)cc3)cc(C(F)(F)F)n2n1	-3%	-5%	-18%
COc1ccc(-c2noc(CNC(=O)c3ccccc3Br)n2)cc1	5%	-4%	-10%
O=C1CC(c2ccccc2)Cc2[nH]c(=O)c(-c3nc(-c4ccc(Cl)c(Cl)c4)cs3)cc21 (stereo unspecified)	-16%	3%	5%
Cc1cccc(Cn2cc(/C=C(/C#N)C(=O)Nc3cccc(Cl)c3)c3ccccc32)c1	-2%	-9%	-25%

# A few values from the results shown:
# `Cc1cc(C)cc(NC(=O)Cn2c(-c3cncs3)nc3ccccc32)c1` in TRb-SRC2 inh reads -1%
# `Cc1cc2nc(-c3ccc(Br)cc3)cc(C(F)(F)F)n2n1` in SMN2 splice enh reads -18%

# The list goes on.
SMILES | TexasRed fluor | TRb-SRC2 inh | SMN2 splice enh
COc1cc(Cl)c(S(=O)(=O)N2CCN(c3c(C)cccc3C)CC2)cc1Cl | 2% | 4% | 1%
CCOCCCNc1nc2c(S(=O)(=O)c3ccc(CC)cc3)nnn2c2ccc(Cl)cc12 | 1% | -3% | -2%
COc1ccc(OC)c(CNC(=O)c2cc3c(=O)oc4ccc(C)cc4c3s2)c1 | -2% | 0% | -6%
COc1ccc(-c2[nH]c(-c3ccc(OC)c(OC)c3)nc2SCC(=O)Nc2ccccc2)cc1 | -3% | 8% | 12%
COC(=O)c1cc(NC(=O)Nc2ccc3snnc3c2)cc(C(=O)OC)c1 | -3% | 4% | 7%
CCn1c2ccccc2c2cc(NC(=O)COc3ccc(C)c(C)c3)ccc21 | 2% | -11% | -18%
Cc1ccc(C)c(N2CCN(CCCNC(=O)Nc3ccc(Cl)cc3)CC2)c1 | 0% | -7% | -32%[inhibitor]
Cc1ccc(C)n1-c1nnc(N2CCCC(C(=O)NCc3cccc(Cl)c3)C2)s1 (stereo unspecified) | -2% | 6% | -4%
O=C(c1ccc2c(c1)N(Cc1ccc(Cl)cc1)C(=O)c1ccccc1S2=O)N1CCOCC1 (stereo unspecified) | ? | 3% | -18%
COc1ccc2c(c1)CCc1c(C(=O)Nc3c(C)nn(Cc4ccccc4Cl)c3C)noc1-2 | 9% | 2% | -69%[inhibitor]
COC(=O)N1CCCc2cc(S(=O)(=O)N3CCN(c4ccccc4)CC3)ccc21 | -1% | 1% | -30%
CCc1ccccc1NC(=O)c1cc2c(Cl)nc3ccccc3c2s1 | -3% | 2% | -8%
Cc1ccccc1Nc1nnc(-c2ccc(C)c(S(=O)(=O)NCC3CCCO3)c2)c2ccccc12 (stereo unspecified) | -3% | 6% | 6%
O=C(O)c1sc(Nc2ccccc2)nc1-c1ccccc1 | 7% | 0% | -3%
CCOc1ccc(S(=O)(=O)N(CC(=O)NCCSCc2ccc(C)cc2)c2ccccc2)cc1 | -1% | 8% | -13%
COc1ccc(/C=C/C(=O)Nc2cc(-c3nc4ccccc4o3)ccc2OC)cc1 | 3% | -8% | -8%
CCCCn1c(=N)c(C(=O)NC2CCCCC2)cc2c(=O)n3cccc(C)c3nc21 | 5% | 6% | 9%
CCCS(=O)(=O)Nc1cc(-c2cn3cccc(C)c3n2)ccc1C | -1% | 6% | 29%
CCSc1nnc2c(n1)OC(c1ccc(OC)cc1OC)N(C(C)=O)c1ccccc1-2 (stereo unspecified) | -2% | 6% | 7%
CCOC(=O)C(CC)n1nc(C)c2c(C)n(-c3ccc(C)cc3)nc2c1=O (stereo unspecified) | -3% | 4% | -49%[inhibitor]
CCCc1cc(=O)oc2cc(C)c3c(-c4ccccc4)c(C)oc3c12 | -4% | -1% | -16%
CCOC(=O)c1sc(N2C(=O)c3oc4ccc(F)cc4c(=O)c3C2c2ccc(O)cc2)nc1C (stereo unspecified) | 6% | 1% | 3%
CC(C)c1ccc(C2c3c(-c4ccccc4O)n[nH]c3C(=O)N2Cc2ccncc2)cc1 (stereo unspecified) | -1% | 0% | 8%
CCOC(=O)c1ccc(NC(=O)CC2Sc3ccc(C(F)(F)F)cc3NC2=O)cc1 (stereo unspecified) | 1% | 11% | 2%
COC(=O)c1cc2occc2n1CC(=O)Nc1ccc(C)cc1Cl | -1% | 0% | -5%
COc1ccc(-c2nc(CS(=O)CC(=O)NCCc3ccccc3)c(C)o2)cc1OC (stereo unspecified) | -5% | -4% | 3%
O=C(Nc1ccc2c(c1)OCO2)c1cc(-c2ccc(Br)cc2)on1 | -1% | -9% | -2%
